High-throughput results as filed in PubChem BioAssay.
p53ts 32C kill: cytotoxicity in p53ts cells at permissive temperature | H1299-p53A138V at 32C, ATP luminescence viability, 24 h | Potency, µM (series often up to 46.1 µM), without a hit: at the highest dose activity change, negative = cytotoxicity, actives largely listed as cytotoxic | hit rate 0.93% among 130,000 | AID 924;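 also: 0% = DMSO and -100% = full killing by reference compound; nearly all actives have a fitted effect of over 55% in size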
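Cells: H1299 p53ts (A138V), 600/well, pre-incubated 16–30 h at 37C. Cpd up to 46 uM, 24 h, 32C. Readout: ATPlite luminescence, 20 min RT. Normalization: DMSO vs tamoxifen 100 uM. AC50 by Hill equation.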
p53ts 39C tox: p53ts cell cytotoxicity, nonpermissive temperature; H1299-p53A138V viability at 39C, ATP luminescence, 24 h; hit rate 1.5% among 130,000; AID 902; Potency, µM (highest dose often 46.1 µM), without a hit: at the top dose activity change, negative = cell killing, actives largely listed as cytotoxic; also: nearly all actives have a fitted effect of over 55% in size
IkB signaling: inhibitors of IkB signaling in ABC-DLBCL cells; ABC-DLBCL IkBa-CBG/CBR dual luciferase ratio, 4 h; response scale: scaled: untreated 0%, proteasome inhibitor 100%; Potency, µM (top dose mostly 57.1 µM), without a hit: top-dose IkBa stabilization activation; hit rate 0.04% among 110,000; AID 445; active = well fitted curve in the direction sought with a large enough effect in the signal ratio, not every such curve was filed as active; inconclusive = small, poorly fitted or top-dose-only effect, or a change in a side signal; the % refers to the signal ratio;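 also: the direction sought is a rising ratio; 0% = basal untreated cells and 100% = reference inhibitor full response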
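Curves were fitted separately to fusion (green), unfused (red) and ratio luminescence, then classed by r2, magnitude and activity. Cells: OCI-Ly3, 4 h compound plus doxycycline at 37C; 10 uM MG-132 defined full response.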
Imprint erasure: genomic imprint erasure induction; Potency, µM (series often up to 60.7 µM), for the others: at the top dose activity change, positive = activation, usual class: activators; mouse ES Peg3-LacZ reporter, beta-gal luminescence, 40 h; AID 1948; hit rate 0.02% among 110,000;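 also: 0% = negative control wells on the plate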
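Gelatin-coated wells received 300 freshly trypsinized female ES cells with a Peg3LacZ-Neo reporter on the maternal allele, then incubated 40 hours at 37C. BetaGlo was added for 5 minutes at room temperature before a single luminescence read.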
* = called active by the depositor; ? = inconclusive; · = not tested or not shown; [ ] = remark or other dose. Unless noted, calls follow the shape of the dose curve; as a rule, active = well fitted curve in the direction sought with a large enough effect; inconclusive = small, poorly fitted or top-dose-only effect, or another doubt; inactive = no such curve, though single readings can be large; an effect the other way counts as inactive or inconclusive. Unless noted, % is scaled to controls: 0 for no effect and ±100 for the full control effect; potency is read from the fitted curve at half-maximal effect.

SMILES	p53ts 32C kill	p53ts 39C tox	IkB signaling	Imprint erasure
COc1ccc(NC(=O)CSc2nnc(NC(=O)NC3CCCCC3)s2)cc1OC	10µM*	7.94µM*	?	-8.2%[10.9 µM]
COc1ccc(CNCC(=O)Nc2cc(C)nn2-c2nc(C)cc(C)n2)cc1OC	3.1%	-4.9%	-0.4%	-7.1%
CCOCCCN(Cc1ccco1)C(=O)c1cc2c(s1)-c1c(C)cccc1OC2	-5.8%	?	?	?
CC(C)=C1C(=O)C(c2ccccc2)=C2CN3C(=O)N(CCc4ccccc4)C(=O)[C@]3(Cc3ccccc3)[C@H]21	14.3%	13.1%	·	-5.2%
CC(=O)NCc1cn2c(C)csc2n1	-11.0%	0.1%	0.8%	-7.9%
Cc1nc(N2CCCC2C(=O)O)c2oc3ccccc3c2n1 (stereo unspecified)	-3.9%	6.5%	-1.3%	-5.5%
Cc1cc(N)c(-n2cc3c(c2-c2ccc(Br)cc2)c(=O)n(C)c(=O)n3C)cc1C	16.8%	14.5%	?	-5.3%[10.9 µM]
COc1ccc(-c2nnc(SCC(=O)Oc3cc(C)ccc3C)o2)cc1	2.3%	0.9%	-0.9%	17.0%[10.9 µM]
O=C(c1cc(-c2cccs2)on1)N1CCN(c2ccc(F)cc2)CC1	-19.2%	-23.5%	6.3%	0.8%
Cc1cc(C(=O)C(=O)Nc2nncs2)c(C)n1-c1ccc(Cl)cc1	5.5%	19.4%	-0.3%	3.1%[10.9 µM]
CCOc1cc(CNCCSc2nnnn2C)ccc1OCc1ccc(Cl)cc1Cl	35.5µM*	12.6µM*	?	-13.5%[10.9 µM]
Cc1ccc(OCCCC(=O)Nc2ccc(S(=O)(=O)Nc3cc(C)on3)cc2)cc1	7.9%	-1.6%	2.6%	-10.4%
COc1ccc(-c2nnc(SCc3ccccc3F)o2)cc1OC	8.3%	-8.6%	-0.1%	-15.8%
COC(=O)c1[nH]c2cccc(OC)c2c1NC(=O)CCN1CCN(c2ccccc2F)CC1	5.7%	15.3%	0.6%	-11.9%
CCOC(=O)c1c(-c2ccccc2)csc1NC(=S)N(CC)CC	-12.5%	4.2%	·	·
COc1cccc(Nc2nc(=O)[nH]nc2C)c1	-2.5%	13.5%	4.7%	-2.5%
COc1ccc(N2CCC(CNC(=O)Nc3ccc(OC)cc3OC)C2)cc1 (stereo unspecified)	17.8%	6.7%	-0.3%	-11.4%
N=c1c(-c2nc3ccccc3[nH]2)cc(C(=O)c2cccs2)nn1-c1ccccc1	10.3%	38.9%	·	·
O=C(CSc1n[nH]c(-c2ccccc2)n1)N1CCN(c2ccccc2F)CC1	0.2%	-9.8%	-2.2%	8.0%[10.9 µM]
COCCn1c(-c2cc(OC)c(OC)c(OC)c2)nc2oc3ccccc3c(=O)c2c1=O	-12.2%	-3.1%	-1.7%	-8.7%
N#Cc1c(-n2ncnc2-c2ccc(Br)cc2)sc2c1CCCCC2	-10.6%	?	?	11.6%[10.9 µM]
CC(=O)Oc1ccccc1C(=O)Oc1ccccc1C(=O)O	0.0%	8.1%	-0.7%[25.6 µM]	-28.7%
C=CCC1(C)OC=Cc2nc3cc(Cl)c(Cl)cc3nc21 (stereo unspecified)	10.1%[9.22 µM]	3.2%[9.22 µM]	·	·
Fc1ccccc1N1CCN(Cc2nc(-c3ccccc3)no2)CC1	-3.9%	5.8%	-0.7%	-10.4%
O=C(Nc1ccc(C(=O)OCc2cc(=O)n3nc(C4CC4)sc3n2)cc1)c1ccccc1	0.5%	-22.3%	0.3%	-8.7%[10.9 µM]

As a short view, 2 of the compounds above:
SMILES	p53ts 32C kill	p53ts 39C tox	IkB signaling	Imprint erasure
Fc1ccccc1N1CCN(Cc2nc(-c3ccccc3)no2)CC1	-3.9%	5.8%	-0.7%	-10.4%
O=C(Nc1ccc(C(=O)OCc2cc(=O)n3nc(C4CC4)sc3n2)cc1)c1ccccc1	0.5%	-22.3%	0.3%	-8.7%[10.9 µM]

Continuation:
SMILES	p53ts 32C kill	p53ts 39C tox	IkB signaling	Imprint erasure
CCOC(=O)c1ccc(N2CSC3=C(C#N)C(c4cccs4)CC(=O)N3C2)cc1 (stereo unspecified)	-0.9%	-5.6%	3.6%	-9.5%
CCCCN1C(=O)c2[nH]nc(-c3ccccc3O)c2C1c1cccc(OCc2ccccc2)c1 (stereo unspecified)	?	25.1µM*	?	-14.1%[10.9 µM]
O=C(NCCc1csc(-c2ccc(C(F)(F)F)cc2)n1)c1ccc(F)c(F)c1	-6.2%	?	?	27.6%[10.9 µM]
O=S(=O)(NCCc1ccccc1)c1ccc(N2CCCCS2(=O)=O)cc1	-2.0%	-8.7%	?	-9.6%[10.9 µM]
COC(=O)C1=C(C)N(C)C(C)=C(C(=O)OC)C1c1ccncc1	3.5%	-2.1%	12.6%	-9.1%
O=C(c1csnn1)N1CCC2(CC1)CCN(c1ncccn1)CC2	-4.9%	-5.0%	-1.2%[11.4 µM]	·
CCn1c(SCC(=O)N2CCN(c3cccc(Cl)c3)CC2)nc2ccccc2c1=O	-2.4%	12.6%	·	·
COC(=O)CSCc1nc(-c2ccc(C(=O)OC)cc2)oc1C	-11.1%	-2.0%	?	-14.5%[10.9 µM]
CC(C)c1cc(C(=O)Nc2cccc(Cl)c2)no1	?	-28.0%	?	-66.7%[inhibitor]
CC(=O)c1ccc(S(=O)(=O)N(Cc2cc3cc4c(cc3[nH]c2=O)OCCO4)CC2CCCO2)cc1 (stereo unspecified)	-8.4%	-6.5%	1.9%	3.4%
Cc1ccc2nc(-c3cccc(S(=O)(=O)N(C)C)c3)cn2c1	?	?	-3.0%	-18.4%
CCN(CC)CCNC(=O)Cn1nc(C)c2c(C)n(-c3ccccc3)nc2c1=O	0.5%	-14.4%	-0.6%	4.0%[10.9 µM]
Cc1nc2ccn(Cc3cccs3)c(=O)c2cc1C(=O)NCc1ccc(Cl)cc1	-11.0%	-19.0%	?	-3.4%[10.9 µM]
Cc1cc(C)cc(OCCSc2nc(-c3ccc(C(C)(C)C)cc3)nc3cc(=O)[nH]n23)c1	?	?	5.3%	-6.3%[10.9 µM]
O=C(NCc1ccccc1Cl)C1CCN(S(=O)(=O)Cc2ccccc2)CC1	2.8%	-3.0%	2.7%	-10.7%[10.9 µM]
Cc1oc(/N=C/c2ccccc2O)c(C#N)c1C	5.3%	4.8%	1.2%	-0.9%
CCn1c(=O)cc(SCC(=O)N2CCC(C)CC2)c2ccccc21	-7.0%	-16.0%	-0.4%	12.2%
Cc1ccccc1C(=O)NCCc1nnc(SCC(=O)Nc2nc(-c3ccccc3)cs2)n1C	17.2%	9.4%	·	·
CCOc1ccc(Nc2cc(C(=O)NCc3ccccc3Cl)c3ccccc3n2)cc1	-13.2%	-19.9%	-1.1%	-7.3%[10.9 µM]
CCn1c(COc2ccc(Cl)cc2)nnc1SCc1ccc(C#N)cc1	-6.2%	-1.8%	?	-16.0%
CCOC(=O)C1=NN(c2ccccc2C)C2=NC(C)=C(C(=O)OC)C(c3cccs3)N12 (stereo unspecified)	-1.5%	6.8%	·	·
CCn1c(=O)cc(NC2=NCC(C)CN2c2cccc(Cl)c2)n(C)c1=O (stereo unspecified)	5.1%	6.8%	-1.1%	0.5%
Cc1c(NC(=O)C2CCCCN2S(=O)(=O)c2ccc(Cl)cc2)c(=O)n(-c2ccccc2)n1C (stereo unspecified)	0.0%	3.1%	-1.2%	-0.1%
Cn1c(=O)c2c(SCC(=O)N3CCN(c4ccccc4)CC3)nc(C3CC3)nc2n(C)c1=O	-4.0%	-16.1%	1.7%	-3.5%
CCOc1ccccc1Nc1nnc(-c2cc3cc(Cl)ccc3oc2=O)s1	5.7%	?	6.8%	-8.7%[10.9 µM]

Arranged by SMILES length (low to high): some entries from above
SMILES	p53ts 32C kill	p53ts 39C tox	IkB signaling	Imprint erasure
CCn1c(=O)cc(SCC(=O)N2CCC(C)CC2)c2ccccc21	-7.0%	-16.0%	-0.4%	12.2%
CCN(CC)CCNC(=O)Cn1nc(C)c2c(C)n(-c3ccccc3)nc2c1=O	0.5%	-14.4%	-0.6%	4.0%[10.9 µM]
O=C(NCCc1csc(-c2ccc(C(F)(F)F)cc2)n1)c1ccc(F)c(F)c1	-6.2%	?	?	27.6%[10.9 µM]
CCCCN1C(=O)c2[nH]nc(-c3ccccc3O)c2C1c1cccc(OCc2ccccc2)c1 (stereo unspecified)	?	25.1µM*	?	-14.1%[10.9 µM]

Further compounds follow:
SMILES	p53ts 32C kill	p53ts 39C tox	IkB signaling	Imprint erasure
CCC(C)(C)NC(=O)C(c1ccc(F)cc1)N(Cc1ccco1)C(=O)CCC(=O)Nc1ccccn1 (stereo unspecified)	27.1%	9.6%	-0.3%	-7.7%
CCOC(=O)c1c(C)[nH]c(C)c1S(=O)(=O)N1CCN(c2cc(Cl)ccc2C)CC1	27.7%	?	?	-9.8%[10.9 µM]
O=C(Nc1cccnc1)c1c(O)c2cccc3c2n(c1=O)CC3	-11.4%	3.1%	-0.4%	·
c1cncc(-c2nccc(-n3ccnc3)n2)c1	2.5%	3.5%	-1.9%[11.4 µM]	-7.9%
O=C(c1cc2c(=O)n3ccccc3nc2s1)N1CCOCC1	3.0%	-5.2%	-1.4%	-11.9%
COc1ccccc1-c1nc(SCC(=O)c2ccc(Cl)cc2)n[nH]1	-3.0%	7.0%	?	3.6%[10.9 µM]
Cc1c(C(=O)N2CCN(c3ccccc3)CC2)sc2ncnc(N3CCN(c4ccccc4)CC3)c12	9.9%	-7.4%	0.7%	-11.4%
CC(=O)c1nc2ccccc2n1S(=O)(=O)c1ccc(Cl)cc1	5.6%	5.7%	0.7%	-20.1%
Cc1ccc(S(=O)(=O)c2c(N)n(/N=C/c3ccco3)c3nc4ccccc4nc23)cc1C	6.8%	-5.6%	6.0%	-10.6%
COc1ccc(-c2ccc(NS(=O)(=O)c3ccccc3)cc2)nn1	9.6%	34.3%[activator]	-0.5%	-17.0%[10.9 µM]
Cc1cccc(OCC(O)Cn2c(-n3nc(C)cc3C)nc3c2c(=O)[nH]c(=O)n3C)c1 (stereo unspecified)	17.5%	5.1%	-1.0%	-2.2%
Cc1oc2c(c1C(=O)Nc1ccc(OC(F)(F)F)cc1)C1=NCCN1C=N2	-1.6%	-16.5%	0.7%	-6.4%[10.9 µM]
Cc1ccc(N2CCN(S(=O)(=O)c3ccc(F)cc3)CC2)c(C)c1	-15.4%	6.0%	6.0%	-17.9%
CC1CCCCN1CCCNC(=O)Cn1ncc2c3ccccc3n(C)c2c1=O (stereo unspecified)	-9.7%	-16.6%	0.7%	-13.0%[10.9 µM]

2 entries from above, comma-delimited:
Molecule,p53ts 32C kill,p53ts 39C tox,IkB signaling,Imprint erasure
CCOC(=O)c1c(C)[nH]c(C)c1S(=O)(=O)N1CCN(c2cc(Cl)ccc2C)CC1,27.7%,?,?,-9.8%[10.9 µM]
O=C(Nc1cccnc1)c1c(O)c2cccc3c2n(c1=O)CC3,-11.4%,3.1%,-0.4%,·

Grouped by structure, the entries above with a cyano group (4)
SMILES	p53ts 32C kill	p53ts 39C tox	IkB signaling	Imprint erasure
N#Cc1c(-n2ncnc2-c2ccc(Br)cc2)sc2c1CCCCC2	-10.6%	?	?	11.6%[10.9 µM]
CCOC(=O)c1ccc(N2CSC3=C(C#N)C(c4cccs4)CC(=O)N3C2)cc1 (stereo unspecified)	-0.9%	-5.6%	3.6%	-9.5%
Cc1oc(/N=C/c2ccccc2O)c(C#N)c1C	5.3%	4.8%	1.2%	-0.9%
CCn1c(COc2ccc(Cl)cc2)nnc1SCc1ccc(C#N)cc1	-6.2%	-1.8%	?	-16.0%
